FBW7 act – FBW7 E3 ligase activators, primary screen, biochemical, AlphaScreen, human | normalized activity (activation), % at 26.1 µM | AlphaScreen FBW7–phospho-cyclin E peptide binding, activator screen | 650,000 tested, 0.13% active; in the data active = normalized activity above about 1.9%;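 note: purified mutant Fbw7 with reduced substrate affinity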
Target sequence (Q969H0 whole entry, looked up): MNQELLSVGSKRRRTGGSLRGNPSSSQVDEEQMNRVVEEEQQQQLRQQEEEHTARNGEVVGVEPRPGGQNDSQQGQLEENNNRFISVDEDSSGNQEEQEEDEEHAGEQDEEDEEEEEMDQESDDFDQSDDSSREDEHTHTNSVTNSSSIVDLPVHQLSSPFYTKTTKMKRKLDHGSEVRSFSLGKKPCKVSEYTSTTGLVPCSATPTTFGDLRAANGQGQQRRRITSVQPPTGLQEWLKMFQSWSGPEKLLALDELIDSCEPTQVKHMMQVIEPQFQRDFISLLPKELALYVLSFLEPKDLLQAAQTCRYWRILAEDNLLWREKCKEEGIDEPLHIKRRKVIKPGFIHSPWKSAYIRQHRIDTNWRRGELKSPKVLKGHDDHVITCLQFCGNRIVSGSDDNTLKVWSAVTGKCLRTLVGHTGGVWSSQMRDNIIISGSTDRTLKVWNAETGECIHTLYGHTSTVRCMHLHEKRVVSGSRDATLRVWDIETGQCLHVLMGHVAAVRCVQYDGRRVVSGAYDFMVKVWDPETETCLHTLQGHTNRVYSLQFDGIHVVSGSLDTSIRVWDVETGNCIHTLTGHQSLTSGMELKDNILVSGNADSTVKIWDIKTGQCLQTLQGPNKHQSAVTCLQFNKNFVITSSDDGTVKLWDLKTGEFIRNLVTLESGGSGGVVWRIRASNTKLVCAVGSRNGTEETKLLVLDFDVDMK
TEAD-YAP block – TEAD-YAP interaction inhibition, primary screen, TEAD-YAP interaction inhibitor project, luminescence, HEK-TIYL cells; TEAD-Gal4/YAP UAS-luciferase luminescence; inhibition, % at 9.12 µM; 640,000 tested, 1.4% active; in the data active = inhibition above about 32%;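 note: 0% = median of test compound wells and 100% = reference inhibitor wells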
MITF inh – MITF inhibitors, primary screen, biochemical, AlphaScreen, human. 650,000 tested, 0.91% active. AlphaScreen MITF homodimerization, bead proximity signal. inhibition, % at 2.6 µM. Microphthalmia-associated transcription factor (Homo sapiens), O75030; in the data active = inhibition above about 50%;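 note: 0% = vehicle wells with protein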
GPR151 ag – activators of human GPR151, primary screen, cell-based, PathHunter beta-arrestin, luminescence; G-protein coupled receptor 151 (Homo sapiens), Q8TDV0; PathHunter beta-arrestin GPR151 cells; activation, % at 11.2 µM; 650,000 tested, 1% active; AID 1508602, 2020; in the data active = activation above about 4.9%;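 note: 0% = median of compound wells and 100% = cells with positive control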
Target sequence (Q8TDV0 whole entry, looked up): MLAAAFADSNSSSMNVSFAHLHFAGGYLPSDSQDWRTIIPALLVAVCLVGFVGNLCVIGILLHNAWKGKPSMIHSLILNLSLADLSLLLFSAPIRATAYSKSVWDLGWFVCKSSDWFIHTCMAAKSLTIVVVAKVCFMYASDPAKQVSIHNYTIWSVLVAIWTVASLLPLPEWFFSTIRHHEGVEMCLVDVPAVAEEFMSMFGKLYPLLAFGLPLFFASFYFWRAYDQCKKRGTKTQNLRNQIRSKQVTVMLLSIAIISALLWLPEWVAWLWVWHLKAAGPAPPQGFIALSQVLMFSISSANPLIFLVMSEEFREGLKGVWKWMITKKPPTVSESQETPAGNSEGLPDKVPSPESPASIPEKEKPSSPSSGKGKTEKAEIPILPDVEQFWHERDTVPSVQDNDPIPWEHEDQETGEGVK
The depositor's hits bear a star.

Molecule | FBW7 act | TEAD-YAP block | MITF inh | GPR151 ag
Cc1ccc(S(=O)(=O)Nc2ccc(-n3c(C)nc4ccccc4c3=O)cc2C)cc1C | 0.1 | 5 | 6 | -1.2
COCC(C)Nc1oc(-c2ccc(Cl)cc2)nc1C#N (stereo unspecified) | 0.0 | 3 | -8 | -1.8
CCCCCCOc1ccc(NC(=O)/C(=C\c2ccc(N(C)C)cc2)NC(=O)c2ccccc2Br)cc1 | 0.3 | -6 | 9 | 0.4
COc1cccc(-c2cccc(NC(=O)C3CCN(CCCSC)CC3)c2)c1 | 0.7 | 5 | -15 | -0.7
Cc1ccc(S(=O)(=O)NCC2CCC(C(=O)N3CCOCC3)CC2)cc1 (stereo unspecified) | 0.1 | -3 | -44 | 0.7
Cc1cccc(CCN=c2c([N+](=O)[O-])nn(-c3ccccc3C)n2O)c1 | -0.3 | 1 | 4 | -0.5
COC(CNC(=O)C(=O)NCC1OCCN1S(=O)(=O)c1ccccc1)OC (stereo unspecified) | -0.2 | 0 | -4 | -0.8
NC(=O)c1cn(N)nc1[N+](=O)[O-] | -0.1 | 5 | 1 | -1.0
CC(C)CN1C(=O)C(C)(C)COc2cc(NS(=O)(=O)c3ccccc3)ccc21 | 0.0 | -2 | 0 | 1.0
CC1=NC(=O)C([N+](=O)[O-])N1c1ccccc1 (stereo unspecified) | 0.2 | 4 | 7 | -2.5
COc1ccc(C2=N/C(=C/c3ccccc3OC(C)=O)C(=O)O2)cc1Br | 0.0 | 5 | -6 | -0.6
Cc1cc(C)cc(N=C2NC(=O)/C(=C/c3cc(Cl)ccc3O)S2)c1 | -0.1 | 9 | 7 | 0.1
COc1ccc(NC(=O)CN2CCC(c3nc4cc(C)c(C)cc4[nH]3)CC2)cc1 | -0.1 | -16 | -6 | -0.2
c1ccc(COc2ccc(OCCN3CCCC3)cc2)cc1 | -0.1 | -21 | 6 | -0.1
COc1ccc(CCNC(=O)c2ccnc(N3CCC(N4CCOCC4)CC3)c2)cc1 | 0.1 | -3 | 6 | -0.9
CCOC(=O)CSc1nc2sc3c(c2c(=O)[nH]1)CC(C)(C)OC3 | 0.2 | 4 | 2 | 0.6
COc1ccccc1N1C(=O)C2C3C=CC(C3=C(C)C)C2C1=O (stereo unspecified) | 0.4 | 9 | 8 | -1.5
O=C(Nc1ccccc1)C(=O)NC1(CO)COC(c2ccccc2)OC1 (stereo unspecified) | -0.1 | -13 | -1 | -0.4
CC(C)c1c(O)nc(SCC(=O)NC(C)c2ccccc2)[nH]c1=O (stereo unspecified) | -0.1 | 5 | 3 | -0.1
CCCCC(=O)Nc1ccccc1C#N | 0.1 | -8 | 8 | 0.0
Cc1nc2cccnc2n1C1CCN(CC2CCOC2)CC1 (stereo unspecified) | 0.1 | 1 | -2 | -0.5
COc1c(O)ccc(/C=N/NC(=O)COc2c(C)ccc(C)c2C)c1[N+](=O)[O-] | 0.3 | 54* | 7 | 0.3
Cc1ccc(N(CC(=O)NCC2CCCO2)C(=O)CCC(=O)Nc2ccccn2)cc1 (stereo unspecified) | -0.1 | -5 | -13 | -2.0
Cc1ccc(S(=O)(=O)C2(C(=O)NCc3cccs3)CC2)cc1 | 0.3 | 1 | -15 | 0.0
O=c1[nH]c2ccc(N=Cc3cc(O)ccc3Br)cc2[nH]1 | 0.0 | 7 | -7 | 1.1
COc1ccc(CNc2c(C#N)cnc3ccc(Cl)cc23)cc1 | -0.3 | 11 | -8 | -0.2
O=C(NCc1n[nH]c(=S)n1-c1cccc(C(F)(F)F)c1)c1ccco1 | 0.1 | 7 | 1 | 1.1
O=C(N/N=C/C=C\c1ccco1)c1cccs1 | -0.1 | -79 | -3 | -1.5
Cn1c(SCC(=O)c2ccc([N+](=O)[O-])cc2)nnc1-c1cccnc1 | 0.5 | 2 | 11 | 0.0
COc1cccc(N(C(C)=O)C2=C(NC3CCCCC3)C(=O)c3ccccc3C2=O)c1 | -0.9 | 23 | 10 | -0.8
C=CCNc1nc(Cl)nc(Nc2ccc(I)cc2)n1 | 0.1 | -3 | 16 | -0.2
CCCCOC(=O)CCc1c(C)nn(-c2ccccc2)c1C | 0.8 | -10 | -10 | -1.4
N#Cc1ccsc1NC(=O)c1cnc(Cl)c(Cl)c1 | 0.4 | 0 | 6 | 1.8
C=CCSc1nc2sc3c(c2c(=O)n1-c1ccccc1)CCCCC3 | 0.7 | -4 | 17 | -2.3
COc1ccc(-c2c(C)oc3cc(OC(C)C(=O)O)ccc3c2=O)cc1OC (stereo unspecified) | 0.0 | 0 | -29 | 0.5
CC(C)CNC(=O)c1cccc(NC(=O)CC(C)C)c1 | -0.1 | 2 | 4 | 0.1
Cc1cc(C)n(-c2cc(N/N=C/c3ccccc3[N+](=O)[O-])ncn2)n1 | 0.6 | 6 | 16 | -0.9
COc1ccc(CCNc2nc(Nc3ccc(C(F)(F)F)cc3)nc3nc[nH]c23)cc1 | 0.1 | 9 | 5 | -0.9
COc1ccc(OCc2nc(C#N)c(NC(C)c3ccccc3)o2)cc1 (stereo unspecified) | 0.1 | 0 | 13 | 2.2
COc1ccc(NC(=O)c2cc(=O)c(OC)cn2C)cc1 | -0.1 | 3 | 8 | 0.5
CN1C(=O)CC(C(=O)Nc2ccccc2)SC1=Nc1ccc(Cl)c(C(F)(F)F)c1 (stereo unspecified) | -0.3 | 7 | 3 | -0.9
c1csc(-c2nc3ncnc(NCCN4CCOCC4)c3[nH]2)c1 | -0.2 | -1 | 15 | -2.0
COC(=O)C1=C(C(=O)OC)SC2(S1)C(C(=O)OC)=C(C(=O)OC)SC1=C2c2ccc(C)cc2N(C(=O)C(F)(F)F)C1(C)C | 0.0 | 3 | -5 | 1.8
O=C(COc1ccc(Br)cc1)Nc1ccc(Cl)cc1 | 0.1 | -12 | -7 | -0.5
CCN(CC)CCNC(=O)c1nn(-c2ccccc2OC)c(=O)c2ccccc12 | 0.0 | 0 | 11 | -0.9
CCCS(=O)(=O)N1CCn2c(nc3ccccc32)C1 | 0.0 | 2 | 3 | 0.5
O=C1C(=O)N(Cc2cccnc2)C(c2ccccc2F)/C1=C(/O)c1ccc(Cl)cc1 (stereo unspecified) | 0.2 | 3 | 8 | 0.7
CCOC(=O)c1c(NC=O)sc2c1CCCC2 | -0.1 | 1 | 11 | -0.2
CCc1ccccc1NC(=O)c1ccc(F)c(S(=O)(=O)NCCc2ccccc2)c1 | 0.2 | -4 | 16 | -0.4
COc1cc2ccccc2cc1C(=O)Nc1cc(-c2nc3cc(C)c(C)cc3o2)ccc1Cl | -0.1 | 4 | 7 | 0.0
Cc1ccc(C(C)C)c(OCC(=O)Oc2ccc3c4c(c(=O)oc3c2)CCC4)c1 | -0.1 | 12 | 2 | 1.6
Cc1cc(C)n(-c2ccc3c(Cl)cc(Cl)c(O)c3n2)n1 | -0.1 | -7 | -2 | -0.2
CCOC(=O)c1sc2sc(C(C)=O)c(C)c2c1O | 0.0 | -3 | 15 | 0.0
COc1ccc(-c2nn(-c3ccccc3)cc2/C=N/N2CCOCC2)cc1 | 0.1 | -43 | 13 | 0.2
Cc1ccn2c(C(=O)NC(C)c3ccc(F)cc3)c(C)nc2c1 (stereo unspecified) | 0.0 | -13 | 2 | 0.6
Cc1ccccc1NC(=O)OC1CCCCC1 | -0.2 | -18 | -6 | 0.1
O=C(CSc1n[nH]c(-c2ccncc2)n1)c1ccc(Br)cc1 | -0.1 | 4 | 3 | 0.5
O=C(Nc1ccc2c(c1)OCO2)c1ccccc1SCC(=O)N1CCc2ccccc21 | -0.1 | 36* | -10 | -1.1
COc1cccc(C(=O)NCCNc2cc(N3CCCC3)nc(C)n2)c1OC | 0.0 | 0 | 1 | -1.3
CN(CCOc1ccc(Cl)cc1)C(=O)COc1ccccc1C#N | 0.0 | 6 | 10 | -0.5

An excerpt from above in order of heavy-atom count, lowest first:
Molecule | FBW7 act | TEAD-YAP block | MITF inh | GPR151 ag
CCOC(=O)c1c(NC=O)sc2c1CCCC2 | -0.1 | 1 | 11 | -0.2
CCOC(=O)c1sc2sc(C(C)=O)c(C)c2c1O | 0.0 | -3 | 15 | 0.0
O=C(COc1ccc(Br)cc1)Nc1ccc(Cl)cc1 | 0.1 | -12 | -7 | -0.5
Cc1cc(C)n(-c2ccc3c(Cl)cc(Cl)c(O)c3n2)n1 | -0.1 | -7 | -2 | -0.2
COc1ccc(NC(=O)c2cc(=O)c(OC)cn2C)cc1 | -0.1 | 3 | 8 | 0.5
O=C(CSc1n[nH]c(-c2ccncc2)n1)c1ccc(Br)cc1 | -0.1 | 4 | 3 | 0.5
Cc1ccn2c(C(=O)NC(C)c3ccc(F)cc3)c(C)nc2c1 (stereo unspecified) | 0.0 | -13 | 2 | 0.6
CN(CCOc1ccc(Cl)cc1)C(=O)COc1ccccc1C#N | 0.0 | 6 | 10 | -0.5
Cc1cc(C)n(-c2cc(N/N=C/c3ccccc3[N+](=O)[O-])ncn2)n1 | 0.6 | 6 | 16 | -0.9
COc1ccc(OCc2nc(C#N)c(NC(C)c3ccccc3)o2)cc1 (stereo unspecified) | 0.1 | 0 | 13 | 2.2
COc1ccc(-c2nn(-c3ccccc3)cc2/C=N/N2CCOCC2)cc1 | 0.1 | -43 | 13 | 0.2
COc1cccc(C(=O)NCCNc2cc(N3CCCC3)nc(C)n2)c1OC | 0.0 | 0 | 1 | -1.3
CN1C(=O)CC(C(=O)Nc2ccccc2)SC1=Nc1ccc(Cl)c(C(F)(F)F)c1 (stereo unspecified) | -0.3 | 7 | 3 | -0.9
CCc1ccccc1NC(=O)c1ccc(F)c(S(=O)(=O)NCCc2ccccc2)c1 | 0.2 | -4 | 16 | -0.4
COc1ccc(CCNc2nc(Nc3ccc(C(F)(F)F)cc3)nc3nc[nH]c23)cc1 | 0.1 | 9 | 5 | -0.9
COc1cc2ccccc2cc1C(=O)Nc1cc(-c2nc3cc(C)c(C)cc3o2)ccc1Cl | -0.1 | 4 | 7 | 0.0
COC(=O)C1=C(C(=O)OC)SC2(S1)C(C(=O)OC)=C(C(=O)OC)SC1=C2c2ccc(C)cc2N(C(=O)C(F)(F)F)C1(C)C | 0.0 | 3 | -5 | 1.8

(listing goes on)
Molecule | FBW7 act | TEAD-YAP block | MITF inh | GPR151 ag
O=C(NCCN1CCCCC1)c1ccco1 | -0.1 | 2 | 7 | -0.4
COc1ccc(-n2c(SCC(=O)Nc3cc(C)[nH]n3)nc3ccsc3c2=O)cc1 | 0.1 | 7 | 14 | 0.9
COc1ccc(NC(=O)C2=C(C)NC(=S)NC2c2ccccc2Cl)c(OC)c1 (stereo unspecified) | 0.2 | 2 | 3 | -0.8
CCN1C(=O)/C(=C\c2ccccc2C)SC1=S | 0.0 | 2 | 2 | -0.5
COC(=O)c1ccc2nc(NC(=O)c3ccccc3NC(C)=O)sc2c1 | 0.3 | -16 | 15 | -0.7
Nc1nonc1C(=O)OCC(=O)Nc1cccc([N+](=O)[O-])c1 | -0.4 | 23 | 4 | 0.8
COc1ccc(CC(=O)Nc2ccc3nc(N4CCCCC4)cc(C)c3c2)cc1 | 0.4 | 3 | 0 | -0.7
Cc1ccc(C(=O)/C=C\Nc2ccc(S(N)(=O)=O)cc2)cc1 | 0.2 | -64 | -2 | 0.4
CN1CCN(C(=O)c2ccc(-c3cc(NCCc4ccc(O)cc4)ncn3)cc2)CC1 | 0.0 | 6 | 12 | 0.7
CCN(CC)CCN1C(=O)C(=O)/C(=C(\O)c2ccccc2)C1c1ccc(N(C)C)cc1 (stereo unspecified) | 0.5 | -18 | 10 | 1.5
Cc1nc(NCCCO)cc(-c2cncc(Br)c2)n1 | 0.1 | 1 | -10 | -0.7
CC1(C)CC(=O)c2cc(C(=O)Nc3cccc(Cl)c3)c(=O)n(-c3ccccc3)c2C1 | 0.2 | -16 | 5 | -0.7
COc1ccc(-c2cc3nc(C)c(CCC(=O)NCc4ccncc4)c(C)n3n2)c(OC)c1 | 0.0 | 2 | 8 | 1.1
CCN1CCN(C(c2ccc(C)cc2)c2nnnn2C2CCCCC2)CC1 (stereo unspecified) | -0.2 | -5 | -8 | 1.1
Cc1ccc(OCC(=O)Nc2cc(-c3nc4ccc(C)cc4o3)ccc2Cl)c(C)c1 | 0.8 | -8 | 11 | -1.0

Among those listed so far, these have a furan ring, fused or not:
Molecule | FBW7 act | TEAD-YAP block | MITF inh | GPR151 ag
O=C(NCc1n[nH]c(=S)n1-c1cccc(C(F)(F)F)c1)c1ccco1 | 0.1 | 7 | 1 | 1.1
O=C(N/N=C/C=C\c1ccco1)c1cccs1 | -0.1 | -79 | -3 | -1.5
O=C(NCCN1CCCCC1)c1ccco1 | -0.1 | 2 | 7 | -0.4

Remaining list, next part
Molecule | FBW7 act | TEAD-YAP block | MITF inh | GPR151 ag
Cc1ccccc1S(=O)(=O)/N=C1/C=CC(=O)C(Cl)=C1 | 0.0 | -1 | 7 | -1.5
O=C(c1ccc2c(c1)OCCO2)N1CCC[C@H]1Cn1nc(-c2ccccc2)ccc1=O | 0.0 | -7 | -15 | 0.0
N#C/C(=C\c1ccc2c(c1)OCO2)C(=O)Nc1ccc(S(N)(=O)=O)cc1 | 1.3 | 10 | 11 | -0.4
Cc1ccc(Cl)cc1NC(=O)c1ccccc1[N+](=O)[O-] | 0.1 | -1 | -8 | -0.7
CCOc1ccc(/C=C/C(=O)Nc2ccc(C(C)=O)cc2)cc1 | -0.1 | -11 | -3 | 0.0
O=C1NC2=C(C(=O)N(CCN3CCCC3)C2)C(c2cccc(F)c2)N1 (stereo unspecified) | 0.1 | -1 | -1 | 2.0
CCCC1(C2CCN(C(=O)C3CCCO3)CC2)NC(=O)N(CCc2ccccn2)C1=O (stereo unspecified) | 0.0 | -27 | 5 | 0.3

Screens as filed in PubChem BioAssay.
